From PubChem
AGP1-GFP MLPCN = modulators of TOR pathway AGP1-GFP in S. cerevisiae; S. cerevisiae AGP1-GFP multiplex flow cytometry, 3 h; GFP as percent of DMSO wells; GFP response vs DMSO, % at 10 µM; 320,000 tested, 0.02% active;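 active = GFP response relative to DMSO above a set limit, near screen average plus 3 SD, cut at about 150% in these data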;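 also: median GFP channel fluorescence of the gated AGP1 strain per well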
LAP4-GFP MLPCN = alters LAP4-GFP fluorescence in TOR pathway yeast screen; AID 2023; GFP response vs DMSO, % at 10 µM; S. cerevisiae LAP4-GFP multiplex, flow cytometry GFP, 3 h; median GFP as percent of DMSO wells; 320,000 tested, 0.34% active;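 active = GFP response vs DMSO above a set limit, about the screen mean plus 3 SD, cut at about 150% in these data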
RPL19A-GFP yeast = modulators of TOR pathway RPL19A-GFP in S. cerevisiae; S. cerevisiae RPL19A-GFP strain, flow cytometry, 3 h; hits give low values; 330,000 tested, 0.3% active; percent response vs DMSO, % at 10 µM;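 active = percent response vs DMSO below 50%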;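 also: median channel GFP fluorescence of the barcoded RPL19A-GFP strain; ratio of sample median GFP to plate DMSO average so 100% = DMSO; lower means less RPL19A-GFP as with rapamycin TOR inhibition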
VLA-4 inh = inhibition in a human VLA-4 binding assay | P13612 | VLA-4 expressing cells, ligand binding flow cytometry | inhibition, % (about 7 µM as worked out from the volumes in the protocol) | 330,000 tested, 0.2% active | AID 2557; in the data active = inhibition above about 50%
GRK2 aptamer HTS = human GRK2 inhibition via aptamer displacement. P25098. bead flow cytometry, FAM-aptamer displacement from GRK2. inhibition of aptamer binding, % at 10 µM. 330,000 tested, 0.59% active. AID 488847;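 active = inhibition of aptamer binding above 40%, roughly 3 SD of noise, on plates passing a quality check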;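 also: median bead fluorescence of bound FAM aptamer so fluorescent compounds give negative values; no value below 0 was filed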
Target sequence (P25098 whole entry, looked up): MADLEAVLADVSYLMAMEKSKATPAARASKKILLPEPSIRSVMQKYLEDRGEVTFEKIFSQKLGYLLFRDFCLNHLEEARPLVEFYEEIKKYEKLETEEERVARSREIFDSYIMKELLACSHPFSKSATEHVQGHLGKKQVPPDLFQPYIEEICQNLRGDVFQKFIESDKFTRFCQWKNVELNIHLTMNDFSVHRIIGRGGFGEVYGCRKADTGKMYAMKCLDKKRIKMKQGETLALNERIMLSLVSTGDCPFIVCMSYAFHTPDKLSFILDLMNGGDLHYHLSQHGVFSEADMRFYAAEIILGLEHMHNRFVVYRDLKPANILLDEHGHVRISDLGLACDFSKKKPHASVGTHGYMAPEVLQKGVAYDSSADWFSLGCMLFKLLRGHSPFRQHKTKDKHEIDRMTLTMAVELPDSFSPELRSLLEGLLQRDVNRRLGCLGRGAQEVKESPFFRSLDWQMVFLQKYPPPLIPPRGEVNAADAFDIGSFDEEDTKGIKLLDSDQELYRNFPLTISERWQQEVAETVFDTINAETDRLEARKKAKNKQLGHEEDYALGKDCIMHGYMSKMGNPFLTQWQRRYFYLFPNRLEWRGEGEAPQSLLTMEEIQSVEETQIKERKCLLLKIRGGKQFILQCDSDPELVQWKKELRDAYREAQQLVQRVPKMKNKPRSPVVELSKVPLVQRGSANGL
Yeast superoxide = yeast age-related superoxide inhibition as caloric restriction mimetic | S. cerevisiae aged cells, superoxide DHE fluorescence; hits give low values | superoxide response (% of plate mean), % at 10 µM | 330,000 tested, 0.18% active | AID 2690;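 active = superoxide response under a set limit, about three screen SD below normal, cut at about 65% in these data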;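 also: yeast aged for seven days with compound at 30 °C before DHE staining; 100% = average MFI of all compound-treated wells on the plate with controls excluded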
CIT2-GFP yeast = alters CIT2-GFP fluorescence in TOR pathway yeast screen | GFP response vs DMSO, % at 10 µM | S. cerevisiae CIT2-GFP strain, flow cytometry, 3 h; 100 means same as DMSO wells | 320,000 tested, 0.065% active;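 active = GFP response relative to DMSO above a set limit, near the screen mean plus 3 SD, cut at about 150% in these data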;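 also: ratio of well median GFP fluorescence to mean of DMSO wells on the plate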
MEP2-GFP yeast = alters MEP2-GFP fluorescence in TOR pathway yeast screen; S. cerevisiae MEP2-GFP strain, flow cytometry GFP, 3 h; 100% = DMSO control level; GFP response vs DMSO, % at 10 µM; 330,000 tested, 0.51% active; AID 2016;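 active = GFP response versus DMSO above a set limit, roughly screen mean plus 3 SD, cut at about 180% in these data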;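 also: median GFP fluorescence of the barcode-gated MEP2-GFP cells per well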
Active calls of the source: *; nt = no result given.

SMILES	AGP1-GFP MLPCN	LAP4-GFP MLPCN	RPL19A-GFP yeast	VLA-4 inh	GRK2 aptamer HTS	Yeast superoxide	CIT2-GFP yeast	MEP2-GFP yeast
O=C(/C=C/c1cc([N+](=O)[O-])ccc1OC(F)F)NCc1ccc(F)cc1	102	103	99	4	0	108	98	101
COc1ccc(OC)c(CCNC(=O)CN2C(=O)CC(C)(C)S(=O)(=O)c3ccccc32)c1	92	98	94	2	2	102	97	98
Cc1cc(C)cc(-n2c(C)cc(/C=N/NC(=O)CN(c3c(C)cccc3C)S(C)(=O)=O)c2C)c1	93	93	99	-5	0	102	90	98
CN(CC(=O)Nc1cccc(S(=O)(=O)NC2=NCCC2)c1)Cc1ccccc1Cl	98	105	98	6	5	88	88	94
c1ccc(CN(Cc2ccccc2)c2c3c(nc4ncnn24)CCC3)cc1	102	95	98	-18	0	105	103	98
O=C(COc1ccccc1Cl)Nc1cccc(S(=O)(=O)NC2=NCCCCC2)c1	108	100	97	17	5	112	102	100
CCOC(=O)CN(C(=O)CSc1nnc(CNc2ccc(F)cc2)o1)c1ccccc1	102	97	102	-7	3	106	101	97
CCN(C(=S)NCc1ccccc1)c1cccc2ccccc12	99	94	94	-1	5	96	96	107
CCc1c(C#N)c(SCCC(=O)Nc2ccc(OC)cc2)nc2c1C(=O)CC(C)(C)C2	94	100	100	4	4	99	97	101
Cc1cccc(/C(N)=N/OC(=O)c2ccncc2)c1	84	72	108	-7	7	112	98	100
O=C1CCCN1c1cc(Cl)cc(Cl)c1	97	82	102	3	2	85	104	101
COc1cccc(-c2ocnc2C(=O)Nc2ccc(N3CCOCC3)cc2N2CCOCC2)c1	95	103	99	-4	0	95	100	103
CCCC1/C(=N/O)CC(c2ccccc2)NC1c1ccccc1 (stereo not drawn)	99	105	97	-10	1	98	108	99
COc1cc(NC(=O)c2cc(Cl)nnc2Cl)cc(OC)c1OC	103	99	103	2	0	92	105	115
Cc1ccc(C(=O)c2cc3ccccc3o2)cc1	97	92	106	14	25	92	nt	96
CC(=O)c1sc2nsc(SCCN3CCCC3)c2c1N	112	116	100	-16	2	103	102	104
CCn1c(=N)n(CC(O)COc2ccc(C)cc2)c2ccccc21 (stereo not drawn)	112	116	96	-2	1	118	106	99
O=C(COC(=O)Cc1ccc(F)cc1)NC1CCCC1	100	101	96	29	1	96	95	93
CC(C)CCN1CCN(Cc2ccc(C(F)(F)F)cc2)CC1CCO (stereo not drawn)	102	100	94	-1	3	92	110	92
CN(C)S(=O)(=O)c1ccc(Cl)c(NC(=O)COc2ccccc2[N+](=O)[O-])c1	105	104	108	11	0	115	100	109
Cc1cccc(N(CC(=O)NC2CCCC2)C(=O)CCC(=O)Nc2cc(C)on2)c1	101	96	103	11	4	104	95	101
Cc1cccc2cc(CN(Cc3nnnn3C3CCCC3)C3CCCCC3)c(=O)[nH]c12	98	99	98	0	1	126	92	100
COc1ccc(N2CCN(S(=O)(=O)c3ccc4c(c3)OCCO4)CC2)cc1	98	110	97	8	20	109	90	100
Cc1c(C(=O)NC(C)C)sc2ncn(CC(=O)N3CCC(C)CC3)c(=O)c12	97	96	94	-6	0	118	94	95
COc1ccc(/C=C/C2=CCN(Cc3ccc(OC)cc3)CC2)cc1	102	98	99	-3	5	104	99	99
COc1ccc(C2=NN(C(=O)c3cccnc3)C(c3ccccc3)C2)cc1 (stereo not drawn)	108	106	102	29	0	116	95	96
CCc1ccccc1N(CC(=O)N1CCCCC1)S(=O)(=O)c1ccccc1	111	109	116	-3	0	89	115	120
COC(=O)[C@H](Cc1ccccc1)NC(=O)N1CCN(Cc2ccccc2)CC1	110	102	104	6	0	131	100	102
Cc1ccn(CC(=O)NC2CCCN(Cc3ccc(CC(C)C)cc3)C2)n1 (stereo not drawn)	103	101	97	17	2	96	98	97
Cc1ccc(OCC(=O)NC2CCS(=O)(=O)C2)c([N+](=O)[O-])n1 (stereo not drawn)	100	97	96	2	1	109	93	95
CC(C)CC(=O)NC(=S)Nc1nc(-c2ccccc2)cs1	25	97	62	-15	2	97	79	138
CN1CCN(/C=N/c2c(C#N)cnn2-c2ccccc2)CC1	100	98	96	2	0	88	89	96
Cc1ccsc1/C=N\NC(=O)c1n[nH]c2c1CCC2	99	94	97	15	0	116	98	91
C/C(=C\c1ccccc1)CN1CCC(C(=O)N2CCCC(C)C2)CC1 (stereo not drawn)	104	95	101	-1	0	120	98	100
COCCNc1cc(C)nc2cc(-c3ccc(C)cc3)nn12	98	111	97	-12	0	85	100	97
Cc1ccc(COCCN2CCN(S(=O)(=O)c3ccccc3)CCC2=O)cc1	87	128	97	22	0	100	98	93
CC1=Nc2ccccc2N=C(NC(=O)CSC(=S)N2CCN(C)CC2)C1c1ccccc1 (stereo not drawn)	104	97	101	2	2	95	102	94
CCOCCCn1c(SCC(=O)Nc2ccc(C(N)=O)cc2)nc2ccccc2c1=O	104	102	100	-6	1	85	98	100
COc1ccc(C(=O)OC(COc2ccccc2)Cn2ccnc2)cc1 (stereo not drawn)	111	114	105	-2	0	94	114	118
O=C(Nc1ccc2c(c1)OCCO2)C1CCCN(S(=O)(=O)c2cnc[nH]2)C1 (stereo not drawn)	99	98	102	-1	0	104	95	103
C[C@@H](C(=O)NCC1CCCO1)N1C(=O)N2CCc3c([nH]c4ccccc34)[C@@]2(C)C1=O (stereo partly drawn)	103	101	99	-1	1	99	100	107
O=C(Nc1c2c(nn1-c1ccccc1)CS(=O)(=O)C2)c1ccccc1C(F)(F)F	103	90	104	3	0	101	107	106
Cc1ccc(C(=O)C2=C(O)C(=O)N(Cc3cccnc3)C2c2ccc(Cl)cc2)o1 (stereo not drawn)	108	113	100	17	0	95	99	114
O=C(NC12CC3CC(CC(C3)C1)C2)N(Cc1ccccc1)Cc1ccncc1	110	111	105	0	1	97	102	108
CC1CCN(C(C)C(=O)Nc2ccccc2-c2ccccc2)CC1 (stereo not drawn)	104	103	102	4	0	102	99	106
Nc1cc(=O)[nH]c(SCc2csc(-c3ccccc3)n2)n1	95	86	101	10	2	98	97	92
C(=N\NC1=NCCN1)/c1ccncc1	105	96	107	2	2	114	107	109
COc1ccc(-c2cc(C(=O)Nc3c(C)n(C)n(-c4ccccc4)c3=O)no2)cc1OC	100	98	110	2	0	97	102	103
NC(=O)c1cc(NC(=O)CCc2nc3ccccc3s2)cc(C(N)=O)c1	105	113	107	-3	0	92	100	130
Cc1ccc(CNC(=O)C2CCC(=O)N2Cc2ccccc2Cl)cc1 (stereo not drawn)	100	104	108	1	0	91	107	116
CCCCNC(=S)N/N=C/c1ccc(C#N)cc1	97	102	94	6	1	104	86	97
Cc1ccc(C(=O)Nc2cc([N+](=O)[O-])ccc2F)s1	101	100	108	9	2	104	101	110
CCOC(=O)c1ccc(Nc2cc(C)nc(N3CCOCC3)n2)cc1	87	91	90	3	0	105	78	87
Cc1cc(=O)n2nc(N3CCCC3C(=O)Nc3cccc(Cl)c3C)sc2n1 (stereo not drawn)	90	109	101	-6	0	108	95	96
O=C(CSc1nnc(CNc2ccc(F)cc2)o1)N1CCN(C(=O)c2ccco2)CC1	101	97	100	-1	3	101	97	103
CCNc1ccc(C(=O)OCC(=O)NC(C)c2ccccc2)cc1[N+](=O)[O-] (stereo not drawn)	93	94	102	6	0	98	92	102
Oc1c(Br)cc(Br)cc1C=Nc1ccc2[nH]ncc2c1	80	184*	70	6	3	85	80	92
O=C(N/N=C/C=C/c1ccccc1)c1cc2c(ccc3ccccc32)o1	90	93	92	-5	0	88	105	93
Cn1c(N)c(S(=O)(=O)N2CCN(C(=O)c3ccco3)CC2)c(=O)n(C)c1=O	96	85	102	4	0	106	101	94
CC(Sc1nc(N)cc(N)n1)C(=O)NCCC1=CCCCC1 (stereo not drawn)	91	92	91	0	2	106	91	92

Later entries.
SMILES	AGP1-GFP MLPCN	LAP4-GFP MLPCN	RPL19A-GFP yeast	VLA-4 inh	GRK2 aptamer HTS	Yeast superoxide	CIT2-GFP yeast	MEP2-GFP yeast
COc1ccc(OC(=O)c2cccnc2)cc1	104	98	99	0	2	83	102	100
CCOc1ccc(NS(=O)(=O)c2cc(NC(=O)CCS(=O)(=O)c3ccc(C)cc3)ccc2OC)cc1	98	100	101	1	12	119	100	98
CCc1ccc(NC(=O)c2cnc3n(c2=O)CCS3)cc1	87	101	94	-24	0	79	97	103
Cc1ccc(NC(=S)N(Cc2cccc(Br)c2)CC2CCC(C(=O)O)CC2)cc1 (stereo not drawn)	100	105	99	18	1	145	99	100
COc1ccc(N(C)C(=O)Cc2c(C(=O)O)[nH]c3ccccc23)cc1	109	116	108	2	0	98	112	111
C=CCn1c(CCCNC(=O)C(C)(C)C)nc2ccccc21	92	98	92	-3	9	122	88	95
CC(C)(C)c1ccc(OC(=O)c2ccc3nsnc3c2)cc1	81	78	117	13	0	93	75	95
C/C=C(\C)c1nnc(NC(=O)OCC)s1	94	93	99	5	0	90	nt	92
O=[N+]([O-])c1cccc(/C=N/n2cnnc2)c1	107	105	104	-2	0	91	105	106
CCCC(CCC)n1[nH]c(=O)c2c(C)cc(C)nc21	101	94	101	-4	0	98	106	97
COc1ccc(S(=O)(=O)N2CCCCC2)cc1NC(=O)c1cc([N+](=O)[O-])ccc1N1CCOCC1	101	106	100	1	0	101	92	101
COc1ccccc1N1CCN(C(=O)CSc2nc(-c3ccco3)cc(C(F)(F)F)n2)CC1	82	80	114	25	0	109	78	95
CN1CC(=O)N(CCOc2ccccc2)C1=O	97	94	95	-6	0	97	91	98
CCCCNC(=O)[C@]1(C)CCC[C@@]2(C)C3CC[C@@]4(C)C[C@]3(CCC21)CC4=O (stereo partly drawn)	69	102	93	19	0	75	84	86
CC(=O)N(CCCN(C)C)c1nc2ccc(C)cc2s1	111	97	99	9	0	85	111	100
Cc1cnccc1CN(C)Cc1cn(C)nc1-c1ccc(Oc2ccccc2)cc1	101	108	96	0	0	93	96	99
COc1ccccc1C(c1nnnn1C(C)(C)C)N1CCCc2ccccc21 (stereo not drawn)	102	98	94	-319	1	111	106	102
CCOC(=O)C1=NNC(C(=O)c2ccccc2)C1c1ccc(OC)cc1 (stereo not drawn)	96	96	95	-6	0	113	94	94
CCc1ccc(CN2CCC(n3nccc3NC(=O)c3ccccc3C)CC2)cc1	90	92	95	-10	0	93	91	98
Cc1nc(N2CCN(C(=O)c3ccco3)CC2)c2c3c(sc2n1)CC(C)CC3 (stereo not drawn)	104	123	96	0	0	81	103	105
O=C(CSc1cccc[n+]1[O-])Nc1cc2c(cc1Cl)C(=O)c1ccccc1C2=O	92	104	91	-51	3	155	94	97
CN(Cc1ccco1)S(=O)(=O)c1nnc(NC(=O)c2cccc(Cl)c2)s1	95	99	97	-2	3	119	93	98

Part of the list above, limited to AGP1-GFP MLPCN, GRK2 aptamer HTS and RPL19A-GFP yeast:
SMILES | AGP1-GFP MLPCN | GRK2 aptamer HTS | RPL19A-GFP yeast
CCNc1ccc(C(=O)OCC(=O)NC(C)c2ccccc2)cc1[N+](=O)[O-] (stereo not drawn) | 93 | 0 | 102
CCc1ccc(NC(=O)c2cnc3n(c2=O)CCS3)cc1 | 87 | 0 | 94
CN(Cc1ccco1)S(=O)(=O)c1nnc(NC(=O)c2cccc(Cl)c2)s1 | 95 | 3 | 97

Among those listed so far, these contain a COOH group:
SMILES	AGP1-GFP MLPCN	LAP4-GFP MLPCN	RPL19A-GFP yeast	VLA-4 inh	GRK2 aptamer HTS	Yeast superoxide	CIT2-GFP yeast	MEP2-GFP yeast
Cc1ccc(NC(=S)N(Cc2cccc(Br)c2)CC2CCC(C(=O)O)CC2)cc1 (stereo not drawn)	100	105	99	18	1	145	99	100
COc1ccc(N(C)C(=O)Cc2c(C(=O)O)[nH]c3ccccc23)cc1	109	116	108	2	0	98	112	111
